# 12-LOX inh: ALOX12 (human) lipoxygenase inhibition; P18054; purified 12hLO, xylenol orange hydroperoxide absorbance; Potency, µM (top dose mostly 108 µM), without a hit: at the top dose activity change, negative = inhibition, hits mostly inhibitors; hit rate 1.1% among 580,000; further: potency means the concentration at half of the fitted maximal effect; on the % scale 0 is the no-effect control and ±100 the full control effect
#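 Hydroperoxide product was detected by ferrous iron/xylenol orange as the 573 to 405 nm absorbance ratio. Arachidonic acid at 40 uM (final) was turned over for 30 min at room temperature by 150 nM human 12hLO, pH 7.0 Hepes buffer, after 15 min compound preincubation.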
# Vif-APOBEC3F blk: Vif-A3F binding inhibition | AID 602313 | hit rate 0.2% among 390,000 | Potency, µM (top dose mostly 46.1 µM), without a hit: top-dose activity, negative = active | HeLa A3F-eYFP + Vif (tagged APOBEC3F with the HIV-1 protein that degrades it), YFP fluorescence increase; further: potency means the concentration at half of the fitted maximal effect; % of control where 0% means no effect; nearly all actives have a fitted effect of over 65% in size
#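 HeLa cells stably expressing Vif plus C-terminally eYFP-tagged A3F were seeded, incubated overnight at 37 deg C, dosed with compound, incubated overnight again at 37 deg C. Yellow fluorescence (Ex 488/Em 500-530) reported blocked Vif-mediated A3F-eYFP degradation.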
# ERG-DNA inh: inhibitors of human ERG Ets domain-DNA interaction | hit rate 0.028% among 370,000 | Potency, µM (titrated, usually from 76.9 µM), for the others: at the highest dose FP activity, negative = inhibition, most hits filed as inhibitors | fluorescence polarization, His-ERG Ets domain / labelled DNA | AID 624246 | P11308; active means well fitted inhibition curve with a large enough effect in the polarisation, with a control signal flat; inconclusive means small, poorly fitted or top-dose-only effect, or effect the other way, or a change in a side signal; inactive means no such curve, though single readings can be large or run the other way; the % refers to the polarisation;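 further: polarization taken with two DNA probes labelled with fluorescein and Texas red; potency means the concentration at half of the fitted maximal effect; % of control where 0% means no effect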
#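 His-tagged ERG Ets domain (1 uM in the protein solution; 300mM KCl, 50mM Tris-HCl, 1mM EDTA, 1mM DTT, pH 7.5) received compound, then a probe mix of 5 nM fluorescein-DNA and 100nM Texas-615-DNA. Fluorescence polarization was read for both dyes.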
# LDHA block: LDHA (human) enzyme inhibition. activity change, % (values are at about 110 or 230 µM). P00338. AID 1347041. purified LDHA, NADH/diaphorase-resazurin fluorescence; hits give low values. hit rate 0.15% among 480,000; in the data active means activity change below about -30%; inconclusive means mostly about -25% to -30%;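 further: plate controls were DMSO wells for no effect and wells without enzyme for full effect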
#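 Human LDH5 (2 nM) was incubated with 0.06 mM NADH and 0.2 mM pyruvate for 5 min at room temperature in Tris pH 7.4. Remaining NADH was coupled through diaphorase/resazurin, and resorufin fluorescence was read at 0 and 20 min.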
# Glioma ERSR ind: ER stress response induction in glioma. U87-MG GRP78 promoter luciferase reporter, 16 h. Potency, µM, for inactives: top-dose activation, actives largely listed as activators. hit rate 0.02% among 420,000. AID 602332; further: potency means the concentration at half of the fitted maximal effect; series mostly up to about 76 µM; % of control where 0% means no effect; nearly all actives have a fitted effect of over 35% in size
#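 Stably transfected U87-MG human glioma cells carrying a GRP78-based luminescent sensor were seeded at 1000 cells/well, pin-dosed with compounds and incubated 16 h. Luciferase reagent was then added, and end-point luminescence was read after 10 min at room temperature.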
# D2 antagonist: antagonists of human D2 dopamine receptor. P14416. HEK293 TREx D2 cells, calcium flux, dopamine EC80. inhibition, % at 10 µM. hit rate 2% among 340,000. AID 485344; in the data active means inhibition above about 30%; further: 0% is about no effect
# Target sequence (P14416 whole entry, looked up): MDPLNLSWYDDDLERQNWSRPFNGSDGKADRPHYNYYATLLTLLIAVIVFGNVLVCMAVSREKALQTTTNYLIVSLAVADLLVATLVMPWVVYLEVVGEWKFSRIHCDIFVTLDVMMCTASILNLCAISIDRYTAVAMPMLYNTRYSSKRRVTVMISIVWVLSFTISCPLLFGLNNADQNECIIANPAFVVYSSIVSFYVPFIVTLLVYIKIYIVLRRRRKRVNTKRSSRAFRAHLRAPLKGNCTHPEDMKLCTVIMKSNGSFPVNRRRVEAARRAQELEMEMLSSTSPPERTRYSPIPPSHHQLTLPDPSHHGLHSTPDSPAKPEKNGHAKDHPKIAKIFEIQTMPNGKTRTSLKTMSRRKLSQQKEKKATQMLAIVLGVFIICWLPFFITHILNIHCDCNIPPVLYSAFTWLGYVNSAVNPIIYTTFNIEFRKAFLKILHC
#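 In this primary screen, negative modulation is detected by tracking calcium flux after an EC80 dopamine challenge in inducible HEK293 T-REx D2 cells preexposed to test compound for 180 s.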
# Vif-APOBEC3G blk: blocks the Vif interaction with human APOBEC3G. HeLa A3G-eYFP + Vif (tagged APOBEC3G with the HIV-1 protein that degrades it), YFP fluorescence, overnight. Potency, µM (titrated, usually from 46.1 µM), for the others: at the highest dose activity, negative = active, most hits filed as inhibitors. hit rate 0.076% among 410,000. AID 602310;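 further: potency means the concentration at half of the fitted maximal effect; on the % scale 0 is the no-effect control and ±100 the full control effect; nearly all actives have a fitted effect of over 60% in size; hits raise eYFP signal because A3G escapes Vif-driven loss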
# Target sequence (Q9HC16 whole entry, looked up): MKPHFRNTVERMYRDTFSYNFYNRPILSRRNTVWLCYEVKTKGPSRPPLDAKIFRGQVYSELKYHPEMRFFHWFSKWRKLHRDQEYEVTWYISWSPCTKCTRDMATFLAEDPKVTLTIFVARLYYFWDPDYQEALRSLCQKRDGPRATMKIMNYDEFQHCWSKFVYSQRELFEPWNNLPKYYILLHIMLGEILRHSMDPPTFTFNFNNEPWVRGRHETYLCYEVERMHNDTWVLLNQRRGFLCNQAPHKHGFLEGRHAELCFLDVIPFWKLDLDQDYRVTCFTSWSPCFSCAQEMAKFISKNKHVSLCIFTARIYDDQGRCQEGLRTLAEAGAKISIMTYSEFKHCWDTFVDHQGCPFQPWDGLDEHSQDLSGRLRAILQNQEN
#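 HeLa cells stably expressing Vif and C-terminally eYFP-tagged A3G, seeded overnight at 37 deg C, then exposed to compound by pintool overnight at 37 deg C. Rise in yellow fluorescence (Ex 488/Em 500-530, Acumen) marks blocked Vif-driven A3G degradation.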
# RGS4 inhibitor: human RGS4 inhibition | P49798 | Transcreener GDP fluorescence polarization, RGS4-accelerated GTP hydrolysis | Potency, µM (top dose mostly 114 µM), for inactives: top-dose activity change, negative = inhibition, usual class: inhibitors | hit rate 0.039% among 390,000 | AID 504845; further: potency means the concentration at half of the fitted maximal effect; on the % scale 0 is the no-effect control and ±100 the full control effect; nearly all actives have a fitted effect of over 75% in size; some results filed as inactive show a strong effect at the top dose
# Target sequence (P49798 whole entry, looked up): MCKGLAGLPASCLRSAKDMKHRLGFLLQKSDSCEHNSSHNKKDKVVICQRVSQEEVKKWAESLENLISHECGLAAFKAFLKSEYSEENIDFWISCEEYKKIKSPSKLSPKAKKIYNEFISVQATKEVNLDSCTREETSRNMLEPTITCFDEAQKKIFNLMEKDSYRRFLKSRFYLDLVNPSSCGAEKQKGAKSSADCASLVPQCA
#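 MLSMR compounds (23 nl, pin-transferred) preincubated 10 min at room temperature with a 500nM (2x) first reagent, then RGS4 at 900nM (2x) plus Transcreener GDP mix added; fluorescence polarization (620/688 nm) read before and after 90 min at 30 °C.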
# D2 ag: D2 dopamine receptor (human) agonism; P14416; HEK293 T-REx D2 cells, calcium flux agonist mode; activation, % at 2 µM; hit rate 0.53% among 340,000;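 active means activation over 3 SD above normal in the single-dose calcium agonist read, cut at about 30% in these data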; further: 0% is about no effect
#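 Calcium-flux readout, 1 cycle/sec over 180 s following compound pin transfer, in inducible HEK293 Trex D2 cells (force-coupled); dopamine controls included. Positive calcium responses during this window marked compounds as potential agonists.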
# The depositor's hits bear a star; i = inactive; ? = inconclusive; . = no result given; & = joins results of further samples; [ ] = dose if it differs, or a comment. Unless noted, the call rests on the fitted dose curve; in most records, active means well fitted curve in the direction sought with a large enough effect; inconclusive means small, poorly fitted or top-dose-only effect, or another doubt; inactive means no such curve, though single readings can be large; an effect the other way counts as inactive or inconclusive. These rows are one share of the data, so the mix of outcomes need not match the whole.
SMILES,12-LOX inh,Vif-APOBEC3F blk,ERG-DNA inh,LDHA block,Glioma ERSR ind,D2 antagonist,Vif-APOBEC3G blk,RGS4 inhibitor,D2 ag
Cc1ccccc1CS(=O)(=O)c1nnc([C@H](Cc2ccccc2)NC(=O)OC(C)(C)C)o1,7%,-4%,-12%,-4,-15%,5,-18%,?,-0.1
O=C(c1cccc(C(F)(F)F)c1)N1CCCC1,21%,2%,7%,-5,-1%,-7,0%,4%,1.1
Cc1ccc(CNC(=O)c2cn(C)c3ccc(S(=O)(=O)N(C)C4CCCCC4)cc3c2=O)cc1,?,0%,-11%,-6,-3%,.,0%,-5%,-0.2
On1nnc2cc(C(F)(F)F)ccc21,-1%,3%,3%,-5,-3%,23,0%,-29%,-0.4
CCC1CCCCN1S(=O)(=O)c1ccc2c(c1)CCN2C(C)=O (centres undefined),-5%,0%,-9%,-2,-4%,-6,-5%,-10%,-0.5
COc1ccc(-c2cc(C(F)(F)F)n3nc(C(=O)N4CCCCC4)cc3n2)cc1,3%,2%,.,6,2%,0,1%,-9%,1.2
COC(=O)N=Nc1c(O)n(Cc2ccccc2)c2ccccc12,4%,7%,1%,-3,0%,8,7%,-23%,0.2
CCCn1c(SCc2nc(-c3ccccc3C)no2)nnc1-c1ccc(Cl)cc1,-4%,-4%,-1%,-1,-5%,.,-1%,-10%,0.3
COC(=O)c1ccccc1NC(=O)C1CCN(C(=O)N2CCOc3ccccc32)CC1,-6%,0%,8%,3,-2%,-19,-2%,-6%,26
COCCN(C(=O)CSc1nnc(-c2ccc(Cl)cc2)o1)c1c(N)n(CC(C)C)c(=O)[nH]c1=O,?,4%,-9%,-7,-3%,4,-2%,-5%,-0.2
CC1(C(=O)NS(=O)(=O)C2CC2)CCN(C(=O)c2cccc(OC(F)(F)F)c2)C1 (centres undefined),3%,.,.,-8,-2%,.,1%,.,.
CCOC(=O)N1CCN(c2cc(C)nc3nc(C)nn23)CC1,26%,-4%,6%,0,-1%,7,0%,-1%,0.3
O=C(CN1C(=O)NC2(CCCC2)C1=O)Nc1ccc(Cl)c(C(F)(F)F)c1,-12%,3%,-6%,-5,-1%,-11,-5%,-11%,1.5
O=S(=O)(c1ccc(Cl)cc1)c1cc(O)ccc1O,-79%,-10%,-1%,4,-7%,-8,-2%,-14%,0.0
COc1ccc(CN(C(=O)CN2C(=O)C(C)Oc3ccccc32)C2CCCC2)c(OC)c1 (centres undefined),1%,-1%,-5%,-3,-3%,-5,3%,31%,-3.1
CCCCn1c(N)c(N(CC(C)C)C(=O)c2cccc(OCc3ccccc3)c2)c(=O)[nH]c1=O,?,-23%,14%,-6,-5%,-30,-5%,-16%,-0.3
COc1cc(/C=C2/C(=O)NN(c3cccc(F)c3)C2=O)ccc1OC(=O)c1ccco1,45µM*,2%,3%,4,?,-2,-9%,?,0.0
COc1ccc2c(c1OC)C(=O)N(c1cccc(NC(C)=O)c1)C2,-2%,-1%,1%,-8,5%,15,3%,11%[56.9 µM],17
CCOC(=O)c1c(C)c(-c2ccccc2)n(CC(=O)NCCc2cccc(C)c2)c1C,-19%,1%,3%,-6,-1%,.,0%,8%,-0.1
O=C(Cn1nc(C(=O)O)c2ccccc2c1=O)Nc1cccc(S(=O)(=O)N2CCOCC2)c1,14%,6%,3%,-8,-4%,.,-7%,20%,.
COc1ccc(Nc2ccc(S(=O)(=O)N3CCCCCC3)cc2[N+](=O)[O-])cc1,-1%,-16%,-6%,-7,-2%,-3,2%,-6%,-0.2
CC1=CC(C)(C)NC(=S)N1NC(=O)c1ccccc1Cl,324%[activator],6%,1%,1,-6%,-10,-5%,-33%,0.6
COc1ccc(S(=O)(=O)N(CC(=O)NCc2ccco2)c2ccc(F)cc2)cc1,6%,9%,-3%,-12,-7%,-1,0%,-7%,0.4
CC(=O)c1cccc(NC(=O)CCn2nc(C)c(S(=O)(=O)N(C)C)c2C)c1,0%,1%,-6%,1,0%,.,0%,-1%,1.3
CC(=O)Nc1ccc(S(=O)(=O)N2CCN(CC(O)COc3ccc4ccccc4c3)CC2)cc1 (centres undefined),3%,-14%,12%,4,-4%,-1,1%,-19%,0.3
CN(C)CC(NC(=O)c1cccc(S(=O)(=O)Nc2ccc3c(c2)OCO3)c1)c1ccccc1 (centres undefined),28%,1%,3%,4,-2%,-12,-2%,15%,0.5
CCc1cccc(CC)c1C(OC(C)=O)c1cccnc1 (centres undefined),327%[activator],-4%,-1%,-2,0%,.,2%,-5%,.
CCOc1ccc(CNC(=S)N/N=C/c2ccncc2)cc1,-14%,?,-5%,-5,2%,1,0%,0%,-0.9
COc1cccc(CNC(=O)c2cc(Sc3cccc(Cl)c3)nc3ccccc23)c1,-6%,3%,-3%,-2,-1%,.,1%,-4%,0.0
O=C(COC(=O)c1cc(=O)[nH]c2ccccc12)Nc1nc(-c2ccc(F)cc2)cs1,-17%,0%,-4%,-2,-3%,.,-10%,38%[11.4 µM],.
COc1ccc(C2N3CC4(C)CN2CC(C)(C3)C4=O)cc1OC (centres undefined),i,-2%,-8%,3,-4%,21,-2%,-6%,0.7
S=C(NCCN1CCOCC1)Nc1ccc(Br)cc1,0%,1%,-7%,-10,1%,.,2%,11%,.
CNS(=O)(=O)c1cccc(C(=O)NCC2CCCCC2)c1,0%,-21%,5%,-2,1%,1,6%,13%,0.4
COc1ccc(-c2cc(C(=O)Nc3cccnc3Cl)no2)cc1OC,-9%&-16%,-28%&-7%,-1%&3%,-12&1,-4%&-1%,-6,2%&0%,1%&1%,1.4&1.1
O=C(c1cccc(S(=O)(=O)NCc2ccccc2)c1)N1CCCC1,0%,-14%,7%,-3,-6%,3,5%,-33%,-0.1
CC(=O)c1nn(-c2cccc(C)c2)cc1C(=O)c1cccc(Br)c1,-19%,2%,0%,-3,-2%,.,0%,10%,.
FC(F)(F)c1cccc(-c2nnc(-c3ccccc3)c(N3CCOCC3)n2)c1,22%,-19%,2%,0,-4%,25,1%,-1%,-0.6
COc1ccc(C(=O)c2c3ccc([N+](=O)[O-])cc3[n+]([O-])n2CCCC(N)=O)cc1,?,?,5%,7,-4%,4,?,26%,0.0
Cc1ccc2c(c1)C(c1ccccc1)N(C(=O)c1ccc(F)cc1)CC(=O)N2 (centres undefined),?,-11%,-1%,-1,-2%,4,-11%,-9%,0.6
COC(=O)[C@@H](N)Cc1ccc(O)c(O)c1,?,7%,1%,-6,0%&-3%&-3%,81*,-1%,6%[56.9 µM],74*

# Arranged by the number under RGS4 inhibitor (largest number first): 3 from the list above
canonical_smiles	RGS4 inhibitor
S=C(NCCN1CCOCC1)Nc1ccc(Br)cc1	11%
COc1ccc(Nc2ccc(S(=O)(=O)N3CCCCCC3)cc2[N+](=O)[O-])cc1	-6%
O=C(c1cccc(S(=O)(=O)NCc2ccccc2)c1)N1CCCC1	-33%

# (continued)
SMILES,12-LOX inh,Vif-APOBEC3F blk,ERG-DNA inh,LDHA block,Glioma ERSR ind,D2 antagonist,Vif-APOBEC3G blk,RGS4 inhibitor,D2 ag
CCOC(=O)C1CCCN(C(=O)c2ccc3sccc3c2)CC1 (centres undefined),3%,.,.,0,-2%,.,-1%,.,.
COc1ccccc1CC(=O)Nc1ccc(O)cc1C(=O)O,?,6%,11%,-12,-2%,-2,-2%,20%,-0.6
COc1ccc(N2CC(C(=O)Nc3nnc(SCC(=O)Nc4ccc(NC(C)=O)cc4)s3)CC2=O)cc1 (centres undefined),1%,-14%,.,-10,3%,.,-6%,.,.
C/C=C(\C)C(=O)OC1[C@H](OC(C)=O)C2(CO)C(CC1(C)C)C1=CCC3C4(C)CCC(O[C@@H]5O[C@H](C(=O)O)[C@@H](O[C@@H]6O[C@H](CO)[C@@H](O)[C@H](O)[C@H]6O)[C@H](O)[C@H]5O[C@H]5O[C@H](CO)[C@@H](O)[C@H](O)[C@H]5O)[C@](C)(CO)C4CCC3(C)[C@]1(C)C[C@H]2O (some centres undefined),.,4%,-3%,-16,-11%,.,6%,14%,.
O=C(NCCN1CCOCC1)C(=O)NCC1OCCN1C(=O)c1ccc(Cl)cc1 (centres undefined),39%[activator],0%,5%,-1,-3%,14,4%,3%,3.4
Cc1ccc(-n2c(C)cc(C3N=C(N)Nc4nc5ccccc5n43)c2C)c(C)c1 (centres undefined),?,-5%,.,-3,-4%,-1,-5%,-6%,-0.3
O=C(O)/C(=C\c1cn(-c2ccccc2)nc1-c1ccc(Cl)cc1)NC(=O)c1ccccc1,-10%,13%,0%,-5,-3%,-2,0%,-19%,-0.1
COC(=O)c1ccc(Cn2nnc3c(=O)[nH]c(C4CCN(S(=O)(=O)c5ccc(F)cc5)CC4)nc32)cc1,-9%,7%,-2%,-6,-5%,-8,2%,0%,-0.5
CCOC(=O)N1CCN(C(=O)C2c3cc(OC)c(OC)cc3C(=O)N3CCc4ccccc4C23)CC1 (centres undefined),78%[activator][57.4 µM],.,-13%,-2,1%,-2,-1%,-33%,1.4
COCCCNc1nc2c(-c3ccc(Cl)cc3)nnn2c2ccccc12,2%,1%,10%,-2,0%,-3,2%,10%,1.3
CCOc1ccc(Oc2c(/C=N/NC(N)=O)c(C)nn2-c2ccccc2)cc1,?,-12%,-1%,-5,-1%,1,-12%,26%,1.3
O=C(Nc1ccccc1)NC1(C(=O)NCc2cccs2)CCCCC1,-7%,-14%,.,-2,-5%,-3,4%,-11%,0.3

# Assay outcomes from PubChem BioAssay.
